PLAP act = activators of human placental alkaline phosphatase. hit rate 1.2% among 96,000. P05187. purified PLAP enzyme, luminescent substrate read-out; active compounds read high. AID 696. activation fold at 20 µM; in the data active = activation fold above about 2
CYP2C9 inh = blocks human cytochrome P450 2C9; P11712; CYP2C9 Supersomes, luciferin-H conversion, luminescence; inhibition, % at 5 µM; hit rate 20% among 96,000; AID 777;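 active = blocking of liver enzyme CYP2C9 beyond about 50% at 5 µM, limit read from the data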; also: values of inactives mirror those of a sister screen read the other way
CYP2C19 inhib = blocks human cytochrome P450 2C19 | hit rate 21% among 96,000 | CYP2C19 Supersomes, luciferin-H EGE luminescence, 30 min | inhibition, % at 5 µM | P33261;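 active = CYP2C19 inhibition above a set limit at 5 µM in the primary screen, cut at about 50% in these data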;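 also: plate controls were negative control wells for no effect and 2.5 mM tranylcypromine positive control for full effect; values of inactives mirror those of a sister screen read the other way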
EphB4 ephrin blk = antagonists of human EphB4-ephrin-B2 interaction. P54760. EphB4 LBD / TNYL-RAW-Alexa532 peptide, fluorescence polarization. inhibition, % at 7 µM. hit rate 0.15% among 97,000. AID 720;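 active = inhibition above the screen-wide mean inhibition plus 3 SD, cut at about 15% in these data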;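 also: 0% = DMSO wells and 100% = excess unlabeled TNYL-RAW peptide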
CYP2C19 activ = activators of human cytochrome P450 2C19. P33261. recombinant CYP2C19, luciferin-H EGE luminescence; active compounds read high; 0 = fully inhibited enzyme, 1 = untreated enzyme. activation factor at 5 µM. 96,000 tested, under 10 active;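 active = activation factor of at least 2 at 5 µM in the primary screen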;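 also: 0 = wells with 2.5 mM tranylcypromine and 1 = vehicle-only wells; values of inactives mirror those of a sister screen read the other way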
Pyk2 oligo antag = blocks oligomerization of human Pyk2 in cells | Q293 cells, Pyk2 FERM NanoBiT luminescence; active compounds read low | hit rate 0.83% among 99,000 | AID 1347419 | z-score (the deposit names both 25 µM and 10 µM);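 active = Z-score of -3 or lower, scaled per plate to the spread of control and sample wells; inactive = z-score above -3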;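 also: negative z-score means lost luminescence so less FERM oligomerization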
Target sequence (Q14289 whole entry, looked up): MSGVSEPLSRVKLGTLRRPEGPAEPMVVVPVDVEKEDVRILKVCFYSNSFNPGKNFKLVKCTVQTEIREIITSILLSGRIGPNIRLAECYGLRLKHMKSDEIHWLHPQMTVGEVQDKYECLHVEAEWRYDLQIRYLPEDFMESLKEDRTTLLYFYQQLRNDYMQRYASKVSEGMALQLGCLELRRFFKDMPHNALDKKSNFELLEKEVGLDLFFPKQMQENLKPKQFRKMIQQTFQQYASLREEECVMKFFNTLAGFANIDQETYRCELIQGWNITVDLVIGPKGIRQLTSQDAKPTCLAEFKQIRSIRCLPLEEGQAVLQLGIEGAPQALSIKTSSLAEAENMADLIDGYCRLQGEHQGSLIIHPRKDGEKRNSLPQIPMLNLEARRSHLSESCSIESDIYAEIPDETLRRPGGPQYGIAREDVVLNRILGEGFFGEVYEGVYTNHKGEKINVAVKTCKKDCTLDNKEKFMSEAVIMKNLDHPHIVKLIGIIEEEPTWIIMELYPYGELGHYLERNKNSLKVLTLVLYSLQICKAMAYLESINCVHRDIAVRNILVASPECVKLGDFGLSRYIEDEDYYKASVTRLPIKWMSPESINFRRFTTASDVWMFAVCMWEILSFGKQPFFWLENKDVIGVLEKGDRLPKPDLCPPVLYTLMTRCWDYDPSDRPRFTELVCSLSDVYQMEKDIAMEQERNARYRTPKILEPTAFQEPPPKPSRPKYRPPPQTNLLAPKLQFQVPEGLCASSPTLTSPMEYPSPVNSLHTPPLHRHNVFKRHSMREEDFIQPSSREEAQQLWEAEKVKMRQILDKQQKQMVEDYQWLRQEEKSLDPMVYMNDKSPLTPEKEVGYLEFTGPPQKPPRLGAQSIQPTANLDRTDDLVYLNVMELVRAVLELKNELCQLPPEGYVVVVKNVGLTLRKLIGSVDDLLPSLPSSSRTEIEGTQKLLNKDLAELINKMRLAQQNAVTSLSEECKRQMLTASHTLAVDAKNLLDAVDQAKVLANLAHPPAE
E coli WT exp = blocks growth of wild type E. coli BW25113; hit rate 0.15% among 98,000; OD600 absorbance; growth inhibition, % at 100 µM; AID 710;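 active = growth inhibition above about 50% at one test dose, limit read from the data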;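 also: growth measured after 20 h incubation at 37 °C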
CYP2C9 act = CYP2C9 (human) activation. recombinant CYP2C9, luciferin-H conversion, luminescence; active compounds read high; factor 1 = untreated enzyme, 0 = blocked. activation factor at 5 µM. hit rate 1.4% among 96,000. P11712;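 active = activation factor of 2 or more for CYP2C9 at a 5 µM dose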;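 also: 0 = sulfaphenazole-blocked wells and 1 = vehicle-only wells; values of inactives mirror those of a sister screen read the other way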
PostGolgi yeast = growth inhibition of a yeast mutant, post-Golgi transport screen; post-Golgi transport phenotypic cell assay; hit rate 0.9% among 98,000; inhibition, % at 10 µM; in the data active = inhibition above about 30%;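 also: yeast cells grown in 1536-well plates; yeast grown about 18 h at 30C before absorbance read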
* marks the source's active call; other numbers are inactive results; · = no result given.

SMILES	PLAP act	CYP2C9 inh	CYP2C19 inhib	EphB4 ephrin blk	CYP2C19 activ	Pyk2 oligo antag	E coli WT exp	CYP2C9 act	PostGolgi yeast
CN1CCN(/C=N/c2c(C#N)cnn2C)CC1	0.9	-3	-13	-2	1.1	-0.49	3	1	-1
Cc1nc(CSc2ccc(Cl)cc2)cc(NCc2ccccc2)n1	1.8	91*	85*	2	0.2	-0.84	-4	0.1	6
CC(CCc1ccccc1)NC(=O)C(=O)NCCO (stereo not drawn)	1	4	0	-4	1	0.1	1	1	1
CC(C)Cn1c(N)c(C(=O)CSc2nnnn2C)c(=O)n(C)c1=O	0.9	4	23	2	0.8	0.35	-3	1	2
CC(NC(=O)c1ccccc1)c1nc2ccccc2n1Cc1ccc(C#N)cc1 (stereo not drawn)	1	49	30	4	0.7	0.05	-9	0.5	-2
CCc1c(C)nc(N)n2c(SCC(=O)Nc3ccccc3OC)nnc12	0.9	-10	-8	-2	1.1	-1.1	-5	1.1	24
COc1ccc(C(=O)N2CC3(CC(c4cccc([N+](=O)[O-])c4)=NO3)C[C@H]2C(=O)NCC(N)=O)cc1 (stereo partly drawn)	1.5	14	11	-9	0.9	·	-3	0.9	-20
Nc1cc(C(=O)N2CCCC2)cc(C(=O)N2CCCC2)c1	0.8	-3	0	-9	1	0.13	4	1	-4
COc1cccc(C(=O)OCc2ccccc2C#N)c1O	1.3	76*	92*	0	0.1	0.05	-1	0.2	-5
O=C1c2ccccc2C(=O)N1Cc1nc2ccccc2c(=O)n1CCCN1CCOCC1	1.3	32	6	-3	0.9	-0.24	1	0.7	-3
CC(C)(C)NS(=O)(=O)c1ccc(OCC(=O)NCCC2=CCCCC2)cc1	1.5	84*	85*	2	0.1	-0.36	6	0.2	-2
FC(F)(F)c1nnc2c(Sc3ccccn3)nc3ccccc3n12	1.3	-41	0	1	1	-0.24	-3	1.4	-4
Cc1cccc(N(CC(=O)N2CCCC2)S(=O)(=O)c2ccccc2)c1C	1.3	-16	0	-5	1	0.46	-4	1.2	-15
Cc1ccc(-n2c(=O)cc(NCc3cccnc3)[nH]c2=O)cc1	1	8	11	-2	0.9	1.1	-6	0.9	3
O=C(c1csc2ccccc12)N1CCN(c2ccc(Cl)c(Cl)c2)CC1	0.9	-84	31	3	0.7	2.5	-15	1.8	18
CCOc1ccc(-c2nc(CSc3nnc(C)s3)cs2)cc1OC	2.1*	10	22	4	0.8	0.16	8	0.9	-12
CCNC(=O)NC(=O)C(C)SCc1ccccc1C (stereo not drawn)	1	44	67*	-4	0.3	0.77	-1	0.6	1
COc1ccccc1NC(=O)NCC(=O)Nc1ccc(F)c(F)c1	0.9	28	37	3	0.6	0.04	12	0.7	4
Cc1cc(C)cc(NS(=O)(=O)c2ccc(Oc3ncc(C(F)(F)F)cc3Cl)cc2)c1	1.2	47	10	1	0.9	-0.05	-6	0.5	9
CC(C)(C)N1CC2(c3ccccc3)CN(C(C)(C)C)CC(c3ccccc3)(C1)C2=O	1.3	4	-10	3	1.1	-0.53	-1	1	-18

Sorted by SMILES length (low to high): part of the list above.
SMILES	PLAP act	CYP2C9 inh	CYP2C19 inhib	EphB4 ephrin blk	CYP2C19 activ	Pyk2 oligo antag	E coli WT exp	CYP2C9 act	PostGolgi yeast
CC(CCc1ccccc1)NC(=O)C(=O)NCCO (stereo not drawn)	1	4	0	-4	1	0.1	1	1	1
COc1cccc(C(=O)OCc2ccccc2C#N)c1O	1.3	76*	92*	0	0.1	0.05	-1	0.2	-5
Cc1nc(CSc2ccc(Cl)cc2)cc(NCc2ccccc2)n1	1.8	91*	85*	2	0.2	-0.84	-4	0.1	6
COc1ccccc1NC(=O)NCC(=O)Nc1ccc(F)c(F)c1	0.9	28	37	3	0.6	0.04	12	0.7	4
Cc1ccc(-n2c(=O)cc(NCc3cccnc3)[nH]c2=O)cc1	1	8	11	-2	0.9	1.1	-6	0.9	3
CC(C)Cn1c(N)c(C(=O)CSc2nnnn2C)c(=O)n(C)c1=O	0.9	4	23	2	0.8	0.35	-3	1	2
O=C(c1csc2ccccc12)N1CCN(c2ccc(Cl)c(Cl)c2)CC1	0.9	-84	31	3	0.7	2.5	-15	1.8	18
CC(NC(=O)c1ccccc1)c1nc2ccccc2n1Cc1ccc(C#N)cc1 (stereo not drawn)	1	49	30	4	0.7	0.05	-9	0.5	-2
CC(C)(C)NS(=O)(=O)c1ccc(OCC(=O)NCCC2=CCCCC2)cc1	1.5	84*	85*	2	0.1	-0.36	6	0.2	-2
O=C1c2ccccc2C(=O)N1Cc1nc2ccccc2c(=O)n1CCCN1CCOCC1	1.3	32	6	-3	0.9	-0.24	1	0.7	-3
Cc1cc(C)cc(NS(=O)(=O)c2ccc(Oc3ncc(C(F)(F)F)cc3Cl)cc2)c1	1.2	47	10	1	0.9	-0.05	-6	0.5	9
COc1ccc(C(=O)N2CC3(CC(c4cccc([N+](=O)[O-])c4)=NO3)C[C@H]2C(=O)NCC(N)=O)cc1 (stereo partly drawn)	1.5	14	11	-9	0.9	·	-3	0.9	-20

The list goes on:
SMILES	PLAP act	CYP2C9 inh	CYP2C19 inhib	EphB4 ephrin blk	CYP2C19 activ	Pyk2 oligo antag	E coli WT exp	CYP2C9 act	PostGolgi yeast
COc1cc2c(cc1OC)C1C/C(=N\O)C(CC(C)C)CN1CC2 (stereo not drawn)	1.2	-37	20	-4	0.8	-1.5	8	1.4	11
Cc1sc(NC(=O)c2ccccc2)c(C(=O)N2CCN(C)CC2)c1C	1.1	-3	-1	11	1	0.51	8	1	3
CCCCn1c(SCC(=O)NC(C)CC)nc2ccc(N3CCOCC3)cc2c1=O (stereo not drawn)	1.1	60*	28	-2	0.7	-0.09	-10	0.4	0
COc1ccc(CCn2c(N3CCN(Cc4ccccc4)CC3)nc3c2c(=O)[nH]c(=O)n3C)cc1	1.5	43	62*	8	0.4	-0.79	-1	0.6	0
COc1ccc(N2CCN(C(=O)Cc3cccs3)CC2)cc1	0.8	34	54*	1	0.5	0.62	-12	0.7	8
CC(C)[C@H](NS(=O)(=O)c1ccccc1)C(=O)OCC(=O)NC(=O)c1cccn1C	1	24	16	1	0.8	0.01	7	0.8	-7
CCOC(=O)N1CCN(S(=O)(=O)c2cccc3nsnc23)CC1	0.8	19	76*	·	0.2	0.18	8	0.8	20
CCn1c(=O)c(C(=O)NCCNCCO)c(O)c2ccccc21	0.9	-26	25	2	0.8	0.13	-5	1.3	16
Cc1sc(-c2ccccn2)nc1OC(=O)c1cccc(Cl)c1Cl	1.1	72*	-2	2	1	-0.41	7	0.3	13
Cc1cccc(Cn2c(N(C)Cc3ccccc3)nc3c2c(=O)[nH]c(=O)n3C)c1	1	26	26	-2	0.7	·	1	0.7	-5

Record cards (already shown).
Cc1cccc(Cn2c(N(C)Cc3ccccc3)nc3c2c(=O)[nH]c(=O)n3C)c1 is entered as PLAP act = 1; CYP2C9 inh = 26; CYP2C19 inhib = 26; EphB4 ephrin blk = -2; CYP2C19 activ = 0.7; Pyk2 oligo antag = ·; E coli WT exp = 1; CYP2C9 act = 0.7; PostGolgi yeast = -5
COc1cc2c(cc1OC)C1C/C(=N\O)C(CC(C)C)CN1CC2 (stereo not drawn) is entered as PLAP act = 1.2; CYP2C9 inh = -37; CYP2C19 inhib = 20; EphB4 ephrin blk = -4; CYP2C19 activ = 0.8; Pyk2 oligo antag = -1.5; E coli WT exp = 8; CYP2C9 act = 1.4; PostGolgi yeast = 11

Further compounds.
SMILES	PLAP act	CYP2C9 inh	CYP2C19 inhib	EphB4 ephrin blk	CYP2C19 activ	Pyk2 oligo antag	E coli WT exp	CYP2C9 act	PostGolgi yeast
CCN(CC)CCCN(Cc1cc2cc(OC)c(OC)cc2[nH]c1=O)C(=O)Nc1ccccc1	1.4	-2	9	6	0.9	0.38	-1	1	-10
O=P(CCN1CCCCC1)(c1ccccc1)c1ccccc1	1.2	-2	-1	9	1	-0.45	-8	1	1
CCCCc1c(O)nc(SCC(=O)c2ccccc2)[nH]c1=O	0.9	3	0	0	1	0.8	7	1	7
CC(=O)c1ccc(N2CCN(C(=O)C3(S(=O)(=O)c4ccc(Cl)cc4)CC3)CC2)cc1	1.5	16	12	3	0.9	-0.17	-10	0.8	-21
COc1ccc(C(=O)COC(=O)CCN2C(=O)C3C4CC(C(Br)C4Br)C3C2=O)cc1 (stereo not drawn)	0.9	11	-8	5	1.1	-0.29	-3	0.9	3
O=C(Nc1ccccc1N1CCOCC1)c1ccccc1NS(=O)(=O)c1ccc(F)cc1	1.2	78*	58*	11	0.4	0.13	-1	0.2	2
O=C(Nc1nccs1)c1cc(S(=O)(=O)N2CCOCC2)c(Cl)cc1Cl	0.9	15	12	1	0.9	0.51	5	0.8	0
CCOC(=O)C1CCCN(C(=O)c2sc3nc(-c4ccc(OC)cc4)cn3c2C)C1 (stereo not drawn)	1.3	39	43	-7	0.6	0.61	-3	0.6	1
COc1ccc(C(C)N2CC34C=CC(O3)C(C(=O)OCC(C)C)C4C2=O)cc1 (stereo not drawn)	1.1	9	12	-2	0.9	·	4	0.9	-2
COCc1cc(C)nc(NCCc2ccccc2)c1C#N	1.1	4	52*	-1	0.5	-0.41	8	1	-8
Cc1onc(-c2ccccc2Cl)c1C(=O)NCC(=O)O	1.1	-27	-12	-11	1.1	0.3	0	1.3	5
COc1c(Cl)cc(C(=O)Nc2ccc(Cl)cn2)cc1Cl	0.9	-12	3	-3	1	1.7	3	1.1	4
O=C(Nc1ccc2c(c1)nc1n2CCSC1)c1ccco1	1.2	10	10	-1	0.9	0.18	4	0.9	-3
CCCn1c(SCc2ccc(Cl)cc2)nc2c1c(=O)[nH]c(=O)n2C	1.1	47	67*	-3	0.3	-1.8	-10	0.5	19
CC(C)CCOc1ccc(Cl)cc1CN1CCOCC1	1.8	35	56*	3	0.4	-0.5	6	0.7	32*
COc1ccc2c(c1)c(C(=O)OCCN(C)C)c(C)n2C	1.1	8	18	0	0.8	0.46	2	0.9	17
Cn1ccnc1SCc1cn2cc(Br)ccc2n1	0.9	2	65*	0	0.4	-0.04	11	1	-19
NC(=O)c1ccc(NCc2ccco2)c([N+](=O)[O-])c1	0.8	-8	-13	4	1.1	-0.73	15	1.1	8
CCOc1cc(-c2cc(-c3ccccc3)nc(N)c2C#N)ccc1O	0.9	54*	52*	0	0.5	-3.4*	-12	0.5	-3
O=C(NCc1cccnc1)c1cccc(S(=O)(=O)N2CCCCC2)c1	0.9	38	65*	·	0.4	2.6	1	0.6	-4
Clc1ccc(Cn2nnc(-c3ccc(N4CCOCC4)cc3)n2)cc1	0.9	-11	-22	·	1.2	1.2	-5	1.1	-5
CCOC(=O)c1oc2cc(O)ccc2c(=O)c1-c1ccc(OC)cc1	1	36	46	-3	0.5	-1.7	7	0.6	-2
CCc1ccc(NC2=NCC(=O)N2c2ccc3c(c2)OCCO3)cc1	·	·	·	-2	·	-0.25	-12	·	11
Cc1ccc(Cn2c(Sc3nccc(C)n3)nc3c2c(=O)[nH]c(=O)n3C)cc1	1.5	14	3	-11	1	-0.29	5	0.9	2
COc1cccc(NC(=O)c2cnsn2)c1	0.9	4	16	-7	0.8	1.1	11	1	10
CCc1ccc(NC(=O)c2ccc3c(c2)C(=O)N(Cc2ccco2)C3=O)cc1	1.2	8	5	·	0.9	·	-3	0.9	1
Cc1cc(C)c(OCCOCCN2CCNCC2)c(C)c1	1	7	2	-3	1	0.91	5	0.9	4
CCCOc1ccccc1NC(=O)c1ccc(N)cc1	0.7	-168	39	1	0.6	-1.7	10	2.7*	-4
O=C(Nc1ccncc1)Nc1ccccn1	0.9	68*	91*	0	0.1	-0.56	17	0.3	-5
CCCSc1nnc(NC(=O)c2sc3nc(-c4cccs4)ccc3c2N)s1	1.5	53*	36	1	0.6	0.01	-13	0.5	-3
[2H]c1c([2H])c([2H])c(-c2nc(N3CCCCCC3)sc2C(=O)c2ccccc2)c([2H])c1[2H]	0.9	14	19	-2	0.8	-0.3	-10	0.9	-6
O=C(/C=C/c1ccc2c(c1)OCO2)NCCSCc1ccc(Cl)cc1	0.7	22	8	-3	0.9	1.1	-17	0.8	9

High-throughput results from PubChem BioAssay.
